# Source: PubChem (Broad Institute)
# DENV2 CPE rescue: inhibitors of DENV2 cytopathic effect, primary screen, cell-based, plate reader, single concentration; hit rate 1.7% among 350,000; DENV2-infected cells, cytopathic effect rescue; CPE inhibition, % at 9.99 µM; AID 651640, 2012; in the data active = CPE inhibition above about 20%, passing the limit was not always enough; inconclusive = no clear call, values can overlap the other calls; tested in BHK-21 cells;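 also: 0% = median of neutral control wells and 100% = median of positive control wells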
# PglD inh: C. jejuni PglD acetyltransferase inhibitors, primary screen, biochemical, DTNB colorimetric, single point; UDP-N-acetylbacillosamine N-acetyltransferase PglD (Campylobacter jejuni); purified PglD enzyme, DTNB colorimetric CoA detection; inhibition, % at 12.5 µM; hit rate 0.098% among 360,000; AID 602405, 2012; in the data active = inhibition above about 16%, passing the limit was not always enough; inconclusive = no clear call, values can overlap the other calls; also: strong numbers were not always called active
# S100A4 inh HTS: inhibitors of S100A4-myosin IIA peptide binding, primary screen, biochemical, fluorescence polarization, TAMRA-MyoIIA peptide; inhibition, % at 10.7 µM; Protein S100-A4 (Homo sapiens), P26447; hit rate 0.14% among 360,000; AID 652163, 2013;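 active = mean inhibition of at least 70% across replicates, with every replicate also reaching that level; inconclusive = mean inhibition reaches 70% but some replicates fall short; inactive = mean inhibition below 70%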
# Target sequence (P26447 whole entry, looked up): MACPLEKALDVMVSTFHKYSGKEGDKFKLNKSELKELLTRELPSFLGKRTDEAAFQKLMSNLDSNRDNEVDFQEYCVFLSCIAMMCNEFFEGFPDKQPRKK
#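 Material: S100A4 monomer protein / Buffer or medium: 50 mM HEPES pH 7.2, 10 mM CaCl2, 100 mM KCl / Times: 5 min incubation before reading / Benchmarks: neutral control DMSO, positive control TFP / Reagent: labelled myosin peptide probe, 5 nM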
# E-sel inducer: E-selectin induction in HUVECs, primary screen, imaging, HUVEC, immunofluorescence imaging, single point; P16581; normalized: neutral wells 0, TNF-alpha wells 100; activation, % at 7.58 µM; hit rate 0.37% among 260,000; AID 686992, 2013;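 active = mean E-selectin-positive cell signal at least 10% of the positive control, reached in at least 60% of replicates, without over 20% cell loss; inconclusive = no rule given, readout overlaps actives, possibly toxicity-flagged; inactive = the rest, including those meeting only one limit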;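 also: in these data hits start at about 27%; measured in HUVEC primary endothelial cells; signal is the percent of cells scored E-selectin positive by PE staining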
#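 System: HUVEC / Compound: single concentration / Signal: immunofluorescence imaging / Read-out: percent E-selectin-positive cells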
# SIRT5 inh: SIRT5 desuccinylase inhibitors, primary screen, biochemical, fluorescence imaging, single point, set 5; Purified SirT5, succinyl-peptide AMC, trypsin-coupled fluorescence; AID 652115, 2013; hit rate 1.1% among 330,000; NAD-dependent protein deacylase sirtuin-5, mitochondrial (Homo sapiens), Q9NXA8; inhibition, % at 15 µM; in the data active = inhibition above about 15%; inconclusive = no clear call, values can overlap the other calls
# Target sequence (Q9NXA8 whole entry, looked up): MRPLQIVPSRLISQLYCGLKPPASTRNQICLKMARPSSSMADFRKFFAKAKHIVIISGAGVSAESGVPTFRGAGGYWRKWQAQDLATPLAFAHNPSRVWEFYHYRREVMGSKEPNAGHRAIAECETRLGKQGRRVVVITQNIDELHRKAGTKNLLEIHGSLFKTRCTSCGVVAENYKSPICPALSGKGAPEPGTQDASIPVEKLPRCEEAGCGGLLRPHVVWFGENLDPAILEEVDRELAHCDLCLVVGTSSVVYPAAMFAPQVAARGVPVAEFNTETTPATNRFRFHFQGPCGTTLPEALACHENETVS
# C2C12 statin: suppressors of statin myotoxicity in C2C12 myotubes, primary screen, cell-based, single point, plate reader; C2C12 myotubes + simvastatin, ATP luminescence, 48 h; scaled: DMSO 0, geranylgeraniol control 100; rescue of ATP level, % at 7.49 µM; hit rate 0.78% among 330,000; AID 602340, 2012;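 active = mean ATP rescue above about 67%, or every replicate alone reaching that limit, limit read from the data, passing the limit was not always enough; inconclusive = no clear call, values can overlap the other calls; inactive = mean under the limit and some replicate under it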;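 also: myotubes were challenged with 10 µM simvastatin during compound exposure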
# ERp5 block: inhibitors of ERp5-driven insulin aggregation, primary screen, biochemical, turbidity, absorbance 650 nm, single point | 90 min | inhibition, % at 9.99 µM | Protein disulfide-isomerase A6 (Homo sapiens), Q15084 | hit rate 0.05% among 350,000 | AID 651711, 2012;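 active = mean replicate inhibition above about 25%, with every replicate also reaching it, limit read from the data, passing the limit was not always enough; inconclusive = only one of those two criteria met; inactive = neither criterion met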
# Target sequence (Q15084 whole entry, looked up): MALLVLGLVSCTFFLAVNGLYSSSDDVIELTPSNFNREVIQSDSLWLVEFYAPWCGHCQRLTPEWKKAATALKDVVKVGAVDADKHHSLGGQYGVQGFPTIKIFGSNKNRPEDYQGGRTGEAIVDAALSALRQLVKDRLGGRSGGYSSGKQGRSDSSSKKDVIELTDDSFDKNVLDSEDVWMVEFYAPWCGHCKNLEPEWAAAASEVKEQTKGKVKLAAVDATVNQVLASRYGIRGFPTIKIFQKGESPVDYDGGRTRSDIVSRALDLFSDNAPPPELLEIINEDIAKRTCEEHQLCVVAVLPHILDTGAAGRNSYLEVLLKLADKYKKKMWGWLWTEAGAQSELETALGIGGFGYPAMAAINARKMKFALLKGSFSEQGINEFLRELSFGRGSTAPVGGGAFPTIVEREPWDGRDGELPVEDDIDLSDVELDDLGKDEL
# Active calls of the source: *; ? = inconclusive; . = not tested or not shown. A portion of the library. The share of hits here may be higher or lower than overall.
SMILES,DENV2 CPE rescue,PglD inh,S100A4 inh HTS,E-sel inducer,SIRT5 inh,C2C12 statin,ERp5 block
C[C@H]1CN([C@@H](C)CO)C(=O)c2cccc(NS(=O)(=O)c3cn(C)cn3)c2O[C@H]1CN(C)Cc1ccc(C(F)(F)F)cc1,-3.3,1.2,4.9,10.4,.,5.6,0.4
O=C(COC(=O)c1ccc(F)cc1)NCC1CCCCC1,-6.2,-2.6,-5.8,1.3,-2.4,19.5,-4.4
CCC1(CC)NC(=O)N(Cc2nc3ccccc3s2)C1=O,-2.8,.,-29.8,0.0,-0.1,.,-1.7
C[C@H](CO)N1C[C@H](C)[C@H](CN(C)C(=O)Nc2ccccc2)Oc2ccc(NS(=O)(=O)c3cccs3)cc2CC1=O,10.5,-0.8,10.3,0.5,6.0,9.1,6.0
C[C@@H]1CN([C@H](C)CO)C(=O)c2cc(C3=CCCC3)cnc2O[C@@H]1CN(C)C(=O)C1CCOCC1,0.1,3.0,9.7,-0.2,0.1,-2.1,8.7
COc1ccc(NC(=O)NCCCCc2ccccc2)cc1OC,-3.1,-1.9,-16.8,.,-0.8,.,0.2
CO[C@H]1CN(C)C(=O)c2ccc(NC(=O)Nc3ccc(C(F)(F)F)cc3)cc2OC[C@H](C)NC[C@@H]1C,68.2*,.,-6.4,0.5,5.5,.,.
O=C(CNC(=O)[C@@H]1Cc2ccccc2CN1)NCc1ccco1,9.1,-4.8,-5.4,0.9,-7.5,13.1,-4.8
COc1cc(NC(=S)N(C)CCC#N)c(OC)cc1Cl,-3.5,.,-15.6,0.1,-3.2,.,4.2
CCC(=O)N1[C@H](CO)[C@H](c2ccccc2)[C@@H]1CN(CC)C(=O)c1ccccc1,.,-0.7,.,1.0,.,10.1,.
Cc1ccc(NC(=O)c2cc3ccccc3o2)cc1Cl,5.1,-5.9,-1.8,.,-3.0,-43.4,2.9
CCc1ccccc1N(CC)C(=O)C1CCN(c2ncnc3c2nc2n3CCCCC2)CC1,8.5,1.2,5.1,.,4.9,11.1,4.0
C[C@@H]1CN([C@H](C)CO)C(=O)c2cc(NS(=O)(=O)c3ccccc3)ccc2O[C@H]1CN(C)Cc1ccc(C(=O)O)cc1,-8.5,-2.0,6.0,24.4,-3.6,.,-3.6
COC(=O)C[C@H]1C[C@@H]2c3cc(NS(C)(=O)=O)ccc3O[C@@H]2[C@H](CO)O1,-3.7,-2.7,-0.6,0.8,-4.3,-2.0,-0.8
O=C(O)c1ccc2c(c1Nc1ccccc1)C(=O)c1ccccc1C2=O,10.4,-5.6,1.3,.,9.4,5.5,1.1
COCCNC(=O)COC(=O)c1cc(-c2ccc(OC)cc2)nc2ccccc12,-4.5,.,-6.6,.,0.0,.,-8.2
O=C(CSc1n[nH]c(=O)n1Cc1ccco1)N1CCOCC1,1.7,-7.8,-15.6,.,-0.4,.,1.4
O=C(CSc1nnnn1C1CCCCC1)NCc1ccc2c(c1)OCO2,-0.2,.,-5.7,.,-5.0,7.5,0.0
CN(C)CCN(C(=O)c1cc(Cl)sc1Cl)c1nc2ccc(F)cc2s1,-11.3,-3.4,-2.7,.,-0.1,.,1.7
O=C(c1cccc(F)c1)N1CC(=O)N2[C@H](CO)[C@H](c3ccc(C4=CCCC4)cc3)[C@@H]2C1,6.1,.,-27.7,-0.2,0.3,.,-3.8
COc1ccccc1NC(=O)N[C@@H]1C=C[C@H](CC(=O)NCc2ccc(Cl)c(Cl)c2)O[C@@H]1CO,6.6,1.3,-11.9,-0.5,0.3,17.3,3.2
COc1cc(NC(=O)COC(=O)c2ccccc2SCC(=O)N2CCCC2)cc(OC)c1,1.9,1.5,-3.8,-0.1,-1.0,0.7,-1.3
CN(C(=O)c1ccc(NC(=O)Cc2cccc([N+](=O)[O-])c2)cc1)C1CCCC1,0.6,-3.3,2.6,0.1,.,-13.4,-1.1
CC1(C)CC(=O)C(N=Nc2cccc(F)c2C#N)=C(O)C1,1.6,-4.1,-3.0,0.0,-4.0,-0.4,1.9
COc1ccc(C#Cc2ccc([C@@H]3[C@H]4CN(Cc5ccncc5)CCCCN4[C@H]3CO)cc2)cc1,-27.7,-0.2,-10.2,-0.5,3.1,5.3,3.6
O=C(NCc1cccc(Cl)c1)C1=CC=CN2CCS(=O)(=O)N=C12,-8.4,-8.5,2.0,.,-6.2,3.5,-10.0
COCCC(=O)N1CCc2c([nH]c3ccccc23)C1C(C)(C)C (stereo not given),-2.3,-1.8,1.7,3.9,-4.0,23.2,9.7
CC(C)CC#Cc1ccc([C@H]2[C@H]3CN(C(=O)c4cnccn4)CC(=O)N3[C@H]2CO)cc1,6.1,.,1.4,0.2,-6.3,.,-6.3
CN1c2ccc(-c3ccc(F)cc3)cc2[C@@H]2[C@@H](CCN2C(=O)c2cccc(F)c2)[C@@H]1CO,-16.6,0.0,-2.9,0.2,7.8,-13.0,-6.7
Cc1ccc([C@@H]2[C@@H]3C(=O)N(c4ccccc4)C(=O)[C@@H]3[C@]3(C)C(=O)N(Cc4ccccn4)CC(=O)N23)o1,-16.1,-1.2,9.3,0.0,.,-2.8,4.6

# Entries listed so far that have two or more sulfur atoms (2):
SMILES,DENV2 CPE rescue,PglD inh,S100A4 inh HTS,E-sel inducer,SIRT5 inh,C2C12 statin,ERp5 block
C[C@H](CO)N1C[C@H](C)[C@H](CN(C)C(=O)Nc2ccccc2)Oc2ccc(NS(=O)(=O)c3cccs3)cc2CC1=O,10.5,-0.8,10.3,0.5,6.0,9.1,6.0
CN(C)CCN(C(=O)c1cc(Cl)sc1Cl)c1nc2ccc(F)cc2s1,-11.3,-3.4,-2.7,.,-0.1,.,1.7

# The listing continues:
SMILES,DENV2 CPE rescue,PglD inh,S100A4 inh HTS,E-sel inducer,SIRT5 inh,C2C12 statin,ERp5 block
O=C(COc1ccc(-c2ccccc2)cc1)N/N=C/c1cccnc1,3.1,4.0,-14.8,.,-2.6,-7.8,8.2
C[C@@H]1CN([C@H](C)CO)C(=O)c2cc(NC(=O)C3CC3)ccc2O[C@@H]1CN(C)S(=O)(=O)c1cn(C)cn1,3.8,-0.7,1.5,-0.2,0.2,-10.2,1.4
Oc1ccccc1C1CC(c2cccs2)=NC(c2cccc(Br)c2)N1 (stereo not given),-5.9,6.6,2.2,.,0.0,16.8,3.3
CC(C)(CO)NC(=O)CC1C(=O)NCCN1Cc1ccc(-c2ccccc2)cc1 (stereo not given),0.2,-1.2,0.5,1.9,0.7,7.5,-0.5
COc1cccc(C(=O)N2CCN(C3CCN(Cc4ccccc4)CC3)CC2)c1OC,7.4,.,3.7,-0.1,-6.5,5.6,-0.4
COCC(=O)N(C)C[C@H]1Oc2ncc(-c3ccccc3OC)cc2C(=O)N([C@@H](C)CO)C[C@@H]1C,21.4*,-3.3,1.3,0.5,0.7,-10.3,9.0
CC(=O)Nc1ccccc1-c1cn(CC(=O)N2CCOCC2)nn1,-0.9,4.0,-7.6,.,-1.9,.,4.8
COC(=O)C(CO)Nc1ncnc2onc(-c3ccc(F)cc3)c12 (stereo not given),1.8,2.7,-1.1,0.1,6.8,1.9,0.0
CCOc1cc(C(=O)O)cc(Cl)c1OCC#N,-9.8,2.8,0.2,.,1.0,6.1,-6.6
CC[C@H](C)C(N)c1cn([C@@H](CC(N)=O)C(=O)N2CCNCC2)nn1 (stereo not given in full),16.4,-1.8,0.1,0.0,.,10.9,5.2
CCCCc1ccc(NC(=S)N2CCN(C(=O)c3ccco3)CC2)cc1,3.5,-4.5,-1.8,0.0,-0.5,1.0,4.9
O=C(c1ccc(Br)o1)N1CCN(Cc2ccc3c(c2)OCO3)CC1,.,-3.9,.,-2.2,.,8.9,.
S=c1[nH]nc(-c2cc(-c3ccccc3)n[nH]2)n1/N=C/c1c(Cl)cccc1Cl,-3.4,.,0.4,-0.2,0.4,.,-1.1
O=C1CSC(=Nc2ccc(O)cc2)N1,0.8,-5.1,-0.5,.,-1.6,3.0,1.2
COc1cccc(-c2ccc3c(c2)O[C@H](CN(C)C)[C@H](C)CN([C@@H](C)CO)S3(=O)=O)c1,5.8,4.4,8.6,0.0,-0.8,-31.6,-2.2
O=S(=O)(Nc1cccc(-n2cnnn2)c1)c1ccc(F)cc1,4.9,.,-7.0,0.0,10.2,6.5,-0.4
CN(C)S(=O)(=O)c1cccc(COC(=O)CNC(=O)c2ccc(Br)o2)c1,-9.3,0.5,-5.3,.,-0.7,4.6,-3.6
S=C(Nc1ccc(Cl)cc1)Nc1ccc2c(c1)OCCO2,15.6,1.7,-3.5,-0.1,3.9,8.9,2.1
COc1ccc(NS(=O)(=O)c2cccc(C(=O)NNC(=O)CNC(=O)c3cccc(C)c3)c2)cc1,-0.2,3.9,5.3,?,0.3,0.4,7.4
C#CCOCCOCCOCCNc1nc(N2CCOCC2)nc(N2CCN(C(=O)[C@H](Cc3ccc(O)cc3)n3cc([C@@H](N)C(C)CC)nn3)CC2)n1 (stereo not given in full),13.4,-1.1,-1.7,-0.8,.,5.8,2.9
C/C(=N\OC(=O)c1c(-c2ccccc2Cl)noc1C)c1ccncc1,6.0,.,2.3,.,0.2,.,-0.1
Cc1cccc(C(C(=O)NCc2ccc(F)cc2)N(C(=O)c2csnn2)C2CC2)c1 (stereo not given),3.0,1.1,1.5,.,-2.9,4.5,2.6
CCc1cc2c(nc1CC)CCCN2S(=O)(=O)c1ccc(C(F)(F)F)cc1,-8.4,.,-1.5,-0.2,.,.,-5.6
COc1ccccc1NC(=O)COC(=O)Cn1cnc2c1c(=O)n(C)c(=O)n2C,2.2,-4.3,-2.9,.,-5.2,8.0,-7.7
Cn1cc(CN2CCc3c([nH]c4ccccc34)C2C(C)(C)C)cn1 (stereo not given),-4.9,.,2.1,0.2,-1.9,.,-0.8
Cc1noc(C)c1NC(=O)N(C)C[C@@H]1OCCCC[C@@H](C)Oc2ccc(NC(=O)CCC(F)(F)F)cc2C(=O)N([C@@H](C)CO)C[C@H]1C,-7.7,-1.9,12.8,-0.3,-3.7,.,1.5
CN(C)CC(=O)N[C@H]1C=C[C@@H](CC(=O)NCCN2CCCCC2)O[C@H]1CO,1.3,-2.3,-2.8,-0.6,1.1,7.0,6.5
C[C@@H]1CN([C@@H](C)CO)C(=O)c2cc(C#CC3(O)CCCC3)cnc2O[C@@H]1CN(C)C(=O)C1CCOCC1,4.5,2.8,-9.3,0.3,-6.4,-2.4,4.5
CCCN1C[C@H](C)[C@H](OC)CN(C)C(=O)c2ccc(NC(=O)c3cccc(F)c3)cc2OC[C@@H]1C,-9.8,2.9,7.3,-0.3,6.0,-2.4,-9.5
CCCNC(=O)N(C)C[C@@H]1Oc2ncc(C#CC3(O)CCCC3)cc2C(=O)N([C@H](C)CO)C[C@@H]1C,2.7,0.3,-4.4,0.2,4.0,9.0,3.4
COc1cc2c(cc1OC)C(c1ccc(SC)cc1)CC(=O)N2 (stereo not given),-0.9,-2.2,2.2,0.2,-6.1,10.3,4.8
CCOC(=O)N1CCC(N2C(=O)c3ccc(C(=O)Nc4ccc(F)cc4F)cc3C2=O)CC1,3.5,-1.9,-5.0,0.0,6.7,5.7,2.1

# Quoted from the listing:
# C2C12 statin with `CN(C)S(=O)(=O)c1cccc(COC(=O)CNC(=O)c2ccc(Br)o2)c1` is entered as 4.6
# ERp5 block with `CCc1cc2c(nc1CC)CCCN2S(=O)(=O)c1ccc(C(F)(F)F)cc1` is entered as -5.6
